Source: PubChem
MEX-5 binding = C. elegans MEX-5 TCR-2 RNA binding activity; Q9XUB2; MEX-5/FITC-TCR2 RNA binding, fluorescence polarization; active compounds read low; activity score (negative = inhibition of binding), % at 10 µM; 300,000 compounds, 0.38% hits; AID 1832;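 active = inhibition past about -25% in most replicates, and total fluorescence under double the plate's negative control median, limit read from the data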;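 note: 0% = DMSO and -100% = 5 µM competing unlabeled TCR2 RNA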
Target sequence (Q9XUB2 whole entry, looked up): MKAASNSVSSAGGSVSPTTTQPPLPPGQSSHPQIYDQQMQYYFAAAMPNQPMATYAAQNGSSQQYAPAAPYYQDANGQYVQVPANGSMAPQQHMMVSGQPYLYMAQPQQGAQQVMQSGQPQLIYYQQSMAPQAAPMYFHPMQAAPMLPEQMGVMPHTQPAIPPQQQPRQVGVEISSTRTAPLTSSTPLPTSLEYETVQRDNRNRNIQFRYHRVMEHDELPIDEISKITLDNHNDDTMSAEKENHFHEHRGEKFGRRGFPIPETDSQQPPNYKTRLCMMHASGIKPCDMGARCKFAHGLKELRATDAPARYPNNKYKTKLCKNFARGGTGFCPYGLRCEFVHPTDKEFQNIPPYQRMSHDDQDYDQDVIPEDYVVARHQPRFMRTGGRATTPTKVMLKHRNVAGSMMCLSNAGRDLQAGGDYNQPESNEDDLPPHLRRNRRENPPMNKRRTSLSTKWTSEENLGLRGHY
MCL1-BIM inh = disrupts human MCL1 binding to BIM-BH3 peptide; Q07820; GST-MCL1 / FITC-Bim-BH3 fluorescence polarization; inhibition, % at 10.9 µM; 320,000 compounds, 0.68% hits; AID 2057;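 active = inhibition above the mean inhibition of all tested compounds plus 3 SD, set per campaign, cut at about 40% in these data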;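 note: 0% = DMSO wells and 100% = unlabeled Bim-BH3 peptide control; higher means more loss of mP so more displacement of Bim peptide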
pPAFAH FP inh = pPAFAH (human) enzyme inhibition | inhibition, % at 3.39 µM | 330,000 compounds, 1.5% hits | Q13093 | recombinant pPAFAH, FP-rhodamine probe fluorescence polarization;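 active = inhibition above the mean inhibition across the screen plus 3 SD, cut at about 25% in these data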;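 note: inhibitors block binding of the rhodamine activity-based probe so polarization drops; 0% = enzyme with DMSO and 100% = wells lacking pPAFAH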
GLD-1 TGE inh = GLD-1-TGE RNA interaction inhibition (C. elegans); inhibition, % at 5.96 µM; Q17339; 320,000 compounds, 0.44% hits; purified GLD-1 + fluorescein TGE RNA, fluorescence polarization;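 active = percent inhibition above a per-plate cutoff, the plate mean of test compounds plus 3 SD, cut at about 30% in these data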;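 note: 0% = DMSO wells with GLD-1 and probe and 100% = wells lacking GLD-1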
Bcl-xL primary = inhibitors of human Bcl-xL | Q07817 | GST-Bcl-xL / FITC-Bim BH3 peptide fluorescence polarization | inhibition, % at 10.9 µM | 320,000 compounds, 0.7% hits | AID 2129;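 active = inhibition above the mean of all tested compounds plus 3 SD, cutoff set per campaign, cut at about 30% in these data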;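 note: 0% = DMSO wells and 100% = unlabeled Bim-BH3 peptide competitor; inhibitors lower millipolarization by displacing the labeled peptide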
PAFAH1B2 inh = blocks human PAF acetylhydrolase 1b catalytic subunit 2. 340,000 compounds, 1.2% hits. P68402. inhibition, % at 3.39 µM. recombinant PAFAH1B2, FP-rhodamine activity probe, fluorescence polarization;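 active = inhibition above the mean of all tested compounds plus 3 SD, cut at about 24% in these data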;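 note: 0% = enzyme with DMSO and 100% = wells lacking PAFAH1B2; many of its hits are not listed in these tables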
Fam108B counter = counter-screen for RBBP9 inhibitors: inhibitors of mouse Fam108B; recombinant Fam108B, FP-Rh probe fluorescence polarization; inhibition, % at 9.51 µM; 300,000 compounds, 0.33% hits; AID 1947;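 active = inhibition above the screen mean inhibition plus 3 SD, computed separately per campaign, cut at about 18% in these data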;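 note: inhibitors lower polarization as less probe binds the enzyme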
AHR act = activators of human aryl hydrocarbon receptor. P35869. AHR-responsive luciferase reporter cells, luminescence. activation, % at 5 µM. 320,000 compounds, 2.5% hits; in the data active = activation above about 47%;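 note: 0% = vehicle wells and 100% = reference agonist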
PME-1 primary = blocks human protein phosphatase methylesterase 1; AID 2130; Q9Y570; 320,000 compounds, 0.53% hits; recombinant PME-1, FP-Rh probe fluorescence polarization; inhibition, % at 5.9 µM;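 active = inhibition above the campaign mean of all compounds plus 3 SD, cut at about 26% in these data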;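 note: competitive labeling of PME-1 active site by serine hydrolase directed probe; 0% = PME-1 with DMSO and 100% = wells lacking PME-1 enzyme; inhibitors block probe labeling so polarization falls and inhibition rises; many of its hits are not listed in these tables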
Target sequence (Q9Y570 whole entry, looked up): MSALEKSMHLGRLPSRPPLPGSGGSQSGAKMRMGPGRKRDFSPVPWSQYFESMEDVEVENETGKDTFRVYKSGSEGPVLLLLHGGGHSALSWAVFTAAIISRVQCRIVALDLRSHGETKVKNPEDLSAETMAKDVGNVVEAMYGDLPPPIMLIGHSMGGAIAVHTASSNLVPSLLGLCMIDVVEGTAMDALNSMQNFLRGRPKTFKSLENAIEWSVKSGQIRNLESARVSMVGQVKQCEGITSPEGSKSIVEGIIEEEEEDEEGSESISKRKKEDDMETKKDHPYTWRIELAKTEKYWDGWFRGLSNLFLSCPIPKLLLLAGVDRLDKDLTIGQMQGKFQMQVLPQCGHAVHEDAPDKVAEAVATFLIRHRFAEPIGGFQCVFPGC
Starred values were filed as active, the others as inactive; / = no result given. These rows are one share of the data; rates above refer to the full screens.

SMILES	MEX-5 binding	MCL1-BIM inh	pPAFAH FP inh	GLD-1 TGE inh	Bcl-xL primary	PAFAH1B2 inh	Fam108B counter	AHR act	PME-1 primary
CCCCCCCC(=O)OCC(COC(=O)CCCCCCC)OC(=O)CCCCCCC	/	-4	2	-3	4	6	/	-1	2
Cn1[nH]c(=O)c(Cl)c(Cl)c1=O	2.1	2	3	2	1	0	2	1	-5
Cc1n[nH]c(C)c1S(=O)(=O)N1CCCC(C(=O)Nc2nccs2)C1 (stereo unspecified)	0.3	2	2	-4	2	2	6	4	5
Cc1oc(-c2ccc(Cl)cc2)nc1CN1CCCC(C(=O)NC2CC2)C1 (stereo unspecified)	0.0	1	3	-3	-3	-5	-1	4	0
C/C(=N\NC(=O)c1ccccc1)c1cc2cc([N+](=O)[O-])ccc2oc1=O	/	8	6	11	13	4	11	6	-3
Cc1cc(=O)oc2cc(OCC(=O)NCCCn3ccnc3)ccc12	2.4	11	1	-2	4	1	2	4	-3
COc1cc(OC)c2ccc(=O)oc2c1C(CC(=O)N1CCCC1)c1ccc2c(c1)OCO2 (stereo unspecified)	-5.8	15	3	7	8	-1	-2	5	4
COc1cccc(NC(=O)CN(C)C(=O)c2c(C)nn(CC(C)C)c2Cl)c1	/	-3	-1	3	1	3	/	2	-6
O=C(Nc1cnn(Cc2ccc(Cl)c(Cl)c2)c1)C12CC3CC(CC(C3)C1)C2	0.6	2	7	3	2	11	-10	2	-9
CN1CCC(N(C)S(=O)(=O)c2ccc(F)cc2F)CC1	-0.5	-4	-2	-1	0	1	2	2	3
O=C(Nc1ccc(C(=O)N2CCOCC2)cc1)c1ccc([N+](=O)[O-])cc1	0.3	-5	0	-5	4	4	-8	0	-5
COc1ccccc1NC(=O)/C=C/c1ccc(OC)c(S(=O)(=O)N2CCOCC2)c1	0.4	-9	11	4	-6	-4	-1	6	0
O=C(COc1ccccc1)NC(=S)N1CCc2ccccc21	0.5	3	7	3	4	4	-3	5	-7
CCCCCCOc1ccc(C(=O)n2cnc(N)n2)cc1	2.6	-20	15	-4	-17	3	5	3	1
COCCN1C(=NCCCOC(C)C)N[C@@H](c2ccccc2)C(C(=O)OC)=C1C	-5.3	-4	-1	1	0	-9	5	3	-2
O=C(Nc1nc(-c2ccccn2)cs1)c1ccc2c(c1)OCCO2	0.1	4	0	1	-1	-3	-4	16	-9
Cc1ccccc1N/C(=C(/C(Cl)=C(Cl)Cl)[N+](=O)[O-])n1nnc2ccccc21	-0.3	-1	5	-1	5	6	8	10	-3
O=C(CCNC(=O)Cn1cnc2ccccc2c1=O)NCC1CCCO1 (stereo unspecified)	-1.5	1	7	0	5	6	1	0	-2
COc1cccc2c(SCC(=O)N/N=C/c3ccccc3)cc(C)nc12	-0.2	0	3	-4	3	3	-2	8	-3
O=C(COC(=O)CNC(=O)c1ccc([N+](=O)[O-])o1)Nc1ncc(C(F)(F)F)cc1Cl	/	2	3	1	1	7	/	2	4
Cc1cc(C)cc(NS(=O)(=O)c2ccc3c(c2)c(=O)n(C)c(=O)n3C)c1	0.3	6	6	-1	-1	2	0	-1	11
CCc1c(C)nc(Nc2nc(C)c3cc(OC)ccc3n2)[nH]c1=O	0.7	6	-3	2	4	4	0	-2	3
CC(=O)N[C@@H](Cc1c[nH]c2ccccc12)C(=O)OCc1ccc(C#N)cc1	2.2	3	5	-1	8	10	5	0	1
CCC(=O)N1CCN(c2ccccc2NC(=O)c2cccs2)CC1	-0.5	10	-4	11	8	-3	3	0	0
CNC(=O)CN1C(=O)CSc2ncccc21	1.5	8	-3	10	6	-2	4	-1	-2
Cc1ccc(S(=O)(=O)NCC23C=CC(O2)C2C(=O)N(c4ccccc4)C(=O)C23)cc1 (stereo unspecified)	-1.9	0	7	-7	3	14	-3	-2	9
CCC(=O)Nc1ccc(N2CCCCC2)cc1	-0.7	7	-5	-12	1	-2	5	0	1
Cc1ccc(CNC(=O)Cc2csc(Nc3nc(=S)[nH]c4ccccc34)n2)cc1	-3.5	9	-4	-6	7	/	-13	27	0
CCOC(=O)c1c(C=O)c(C)n(Cc2ccc(Cl)cc2)c1C	-1.3	-1	6	6	-3	2	0	5	0
CCOc1ccc(C(=O)Nc2cccc3ncccc23)cc1Cl	0.2	10	3	-10	7	2	3	3	-13
Cc1ccc(OCCN2CCCCCC2)c(C)c1	-1.6	6	2	-2	2	2	-1	0	-4
NC(=O)C1CCN(CC(=O)N2c3ccccc3CCc3ccccc32)CC1	0.9	8	-8	-5	5	-4	-9	7	-7
COc1ccc(N=Nc2c(C)n[nH]c2C)cc1	-1.1	6	5	6	7	1	-1	47	0
CCOC(=O)c1nc(NNC(C)=O)sc1C	-12	-7	3	-2	-2	5	4	0	1
CC(C)CN1C(=O)C(=O)N(CC(=O)c2ccc[nH]2)C1=O	1.7	0	4	5	5	5	0	-1	2
Cc1nc(-c2c(C(F)(F)F)noc2-c2ccc(O)cc2O)cs1	1.9	1	3	-5	0	0	5	2	-3
O=C(NNC(=O)c1ccccc1OCc1ccccc1Cl)c1csc(N2CCOCC2)n1	1.2	4	-4	10	2	2	-3	14	6
CCC(=O)Nc1ccc(C(=O)NNC(=O)c2ccc(C)cc2)cc1	-2.7	4	2	2	3	6	0	-1	-5
Cc1nc(SCC(=O)Nc2ccc(OCc3ccccc3)cc2)n[nH]1	-1.4	5	4	1	4	6	1	3	0
CC(=O)NCCc1nc2ccccc2n1Cc1ccccc1	-2.2	-1	1	5	-2	-3	0	-3	-3
COc1ccc2cc(/C=N/NC(=O)c3ccc(CN(c4ccc(C)c(C)c4)S(C)(=O)=O)cc3)c(Cl)nc2c1	3.9	-17	-37	-20	-4	-11	-62	5	-81
O=C(COc1cc(O)c2c(=O)cc(-c3ccccc3)oc2c1)c1cccc([N+](=O)[O-])c1	-2.3	-6	1	-2	2	25*	4	2	-1
CC1CCN(C(=O)C2CCN(S(=O)(=O)c3cccc4nsnc34)CC2)CC1	2.2	7	3	4	12	6	3	-1	5
Cc1nc2c(C(=O)NCc3cccs3)cnn2c(C)c1Cc1ccc(F)cc1	1.6	-1	6	-1	1	/	-3	4	-1
CN(C)C(=O)N1CCCC(C(=O)NCc2ccccc2Cl)C1 (stereo unspecified)	-3.2	-4	4	0	4	4	3	0	2
Cc1cc(C(=O)N2CC(C)CC(C)C2)c(C)o1 (stereo unspecified)	/	3	-2	-1	3	0	/	-1	2
O=C(NC1CC1)c1ccc(Cl)c(S(=O)(=O)N2CCOCC2)c1	-2.0	-3	3	-5	-1	4	2	-1	-6
O=C(NCc1ccco1)c1ccccc1SCC(=O)N1CCCC1	/	12	-1	-2	3	0	/	6	8

2 entries from above, set out differently.
structure | MEX-5 binding | MCL1-BIM inh | pPAFAH FP inh | GLD-1 TGE inh | Bcl-xL primary | PAFAH1B2 inh | Fam108B counter | AHR act | PME-1 primary
O=C(NNC(=O)c1ccccc1OCc1ccccc1Cl)c1csc(N2CCOCC2)n1 | 1.2 | 4 | -4 | 10 | 2 | 2 | -3 | 14 | 6
CCC(=O)Nc1ccc(C(=O)NNC(=O)c2ccc(C)cc2)cc1 | -2.7 | 4 | 2 | 2 | 3 | 6 | 0 | -1 | -5

(further entries)
SMILES	MEX-5 binding	MCL1-BIM inh	pPAFAH FP inh	GLD-1 TGE inh	Bcl-xL primary	PAFAH1B2 inh	Fam108B counter	AHR act	PME-1 primary
CC(C)CCNC(=O)CN(CC1CCCO1)C(=O)CCC(=O)Nc1ccccn1 (stereo unspecified)	-0.4	3	3	-2	4	4	5	0	-2
COc1ccc(Nc2nnc(C)c(=O)[nH]2)cc1	-1.3	-2	2	1	-3	3	2	3	-5
COc1ccc(OCC(=O)N2CC3(C)CC2CC(C)(C)C3)cc1 (stereo unspecified)	0.4	-2	7	5	3	10	1	2	-1
CC(=O)c1c(C)n(-c2ccc(N(C)C)cc2)c2ccc(OCC(N)=O)cc12	0.7	-2	20	-12	-2	0	0	-3	26*
c1ccc2c(c1)nc1n2CN(Cc2ccc3c(c2)OCO3)CN1	0.9	0	0	4	0	0	1	-1	4
Cc1c2cnn(CC(=O)NCCCN3CC(C)CC(C)C3)c(=O)c2c(C)n1Cc1ccc(Cl)cc1 (stereo unspecified)	1.7	3	-1	-1	3	1	2	-1	1
CCc1nccn1-c1cc(C(C)(C)C)nc2c(-c3ccc(Cl)cc3)cnn12	2.6	-3	-5	3	-1	-1	-8	-1	-5
CCOc1ccccc1OCC(=O)N/N=C(\C)Cc1ccc(OC)cc1	/	-3	8	-3	-5	3	2	8	0
COC(=O)N1CCN(c2ccc(Cl)c(Cl)c2)CC1	-0.5	-2	6	-1	1	4	1	-11	3
CC(C)N1CCC(NC(=O)Nc2ccc3c(c2)OCO3)CC1	3.3	9	-1	-3	9	7	3	46	3
CCOc1ccc(Cl)cc1/C=N/NC(N)=O	2.4	-2	0	3	-2	1	0	11	-3
Cc1nc2ccccc2c2oc(C(=O)NCc3ccccn3)cc12	0.2	3	2	2	4	4	-1	18	5
O=C(/C=C/c1ccc2c(c1)OCO2)NCc1cn2cc(Cl)ccc2n1	0.5	7	0	5	7	-3	-2	6	-1

Among those listed so far, these have an NH in an aromatic ring:
SMILES	MEX-5 binding	MCL1-BIM inh	pPAFAH FP inh	GLD-1 TGE inh	Bcl-xL primary	PAFAH1B2 inh	Fam108B counter	AHR act	PME-1 primary
Cn1[nH]c(=O)c(Cl)c(Cl)c1=O	2.1	2	3	2	1	0	2	1	-5
Cc1n[nH]c(C)c1S(=O)(=O)N1CCCC(C(=O)Nc2nccs2)C1 (stereo unspecified)	0.3	2	2	-4	2	2	6	4	5
CCc1c(C)nc(Nc2nc(C)c3cc(OC)ccc3n2)[nH]c1=O	0.7	6	-3	2	4	4	0	-2	3
CC(=O)N[C@@H](Cc1c[nH]c2ccccc12)C(=O)OCc1ccc(C#N)cc1	2.2	3	5	-1	8	10	5	0	1
Cc1ccc(CNC(=O)Cc2csc(Nc3nc(=S)[nH]c4ccccc34)n2)cc1	-3.5	9	-4	-6	7	/	-13	27	0
COc1ccc(N=Nc2c(C)n[nH]c2C)cc1	-1.1	6	5	6	7	1	-1	47	0
CC(C)CN1C(=O)C(=O)N(CC(=O)c2ccc[nH]2)C1=O	1.7	0	4	5	5	5	0	-1	2
Cc1nc(SCC(=O)Nc2ccc(OCc3ccccc3)cc2)n[nH]1	-1.4	5	4	1	4	6	1	3	0
COc1ccc(Nc2nnc(C)c(=O)[nH]2)cc1	-1.3	-2	2	1	-3	3	2	3	-5
